PPARg SRC1 recr: agonists of human PPARgamma SRC-1 coactivator recruitment. P37231. PPARgamma-SRC-1 coactivator recruitment biochemical assay. activation, % at 8 µM. 0.41% of 200,000 active; in the data active means activation above about 19%;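 further: 0% = DMSO and 100% = reference agonist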
TLR4 MyD88 comp: inhibitors of human TLR4-MyD88 binding | 0.18% of 200,000 active | AID 861 | O00206+Q99836 | HeLa CL3-4 TLR4/MyD88 BLA complementation, FRET ratio | inhibition, % at 8.4 µM; in the data active means inhibition above about 25%;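 further: 0% = vehicle and 100% = reference inhibitor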
TR-FRET SRC-2 ct: TR-FRET artefact, counter-screen to PPARgamma/SRC-2 agonist assay; stronger effect = higher value; TR-FRET ratio at 8 µM; 0.4% of 200,000 active; AID 1049; in the data active means TR-FRET ratio above about 2000; further: inactives centre near 1500; reference of the scale not given here
PPARg SRC-2 ag: PPARgamma-driven SRC-2 recruitment agonism; 0.34% of 200,000 active; AID 1032; activation, % at 8 µM; PPARgamma LBD-SRC-2 recruitment, biochemical; in the data active means activation above about 22%;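 further: 0% = vehicle and 100% = reference agonist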
S1P3 antagonist: antagonists of human S1P3 receptor; CHO S1P3 NFAT-BLA reporter, FRET fluorescence, antagonist mode; inhibition, % at 4.98 µM; 0.27% of 170,000 active; AID 485;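 active means inhibition above the plate cutoff, the mean inhibition of test wells on that plate plus 3 SD, cut at about 28% in these data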;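 further: cells challenged with S1P at its EC80 of 0.8 µM; blue over green emission ratio from cleaved BLA substrate after 4 h stimulation; 0% = S1P-stimulated wells and 100% = unstimulated DMSO-only wells; some compounds past the cut are filed as inactive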
Target sequence (Q99500 whole entry, looked up): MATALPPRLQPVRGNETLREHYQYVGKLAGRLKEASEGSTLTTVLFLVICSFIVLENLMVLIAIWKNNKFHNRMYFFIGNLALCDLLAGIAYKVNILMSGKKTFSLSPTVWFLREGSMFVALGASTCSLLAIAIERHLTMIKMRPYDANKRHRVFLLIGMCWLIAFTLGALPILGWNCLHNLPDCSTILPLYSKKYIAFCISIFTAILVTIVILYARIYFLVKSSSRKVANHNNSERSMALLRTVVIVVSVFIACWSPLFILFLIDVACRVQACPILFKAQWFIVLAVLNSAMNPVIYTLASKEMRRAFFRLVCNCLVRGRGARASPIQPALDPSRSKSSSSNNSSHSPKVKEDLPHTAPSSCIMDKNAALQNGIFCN
DTT redox prof: compounds producing H2O2 with reducing agent – biochemical, NIH compound library profiling, artefact control for MLSCN library redox annotation, primary screen | AID 878 | activation, % at 10 µM | 0.03% of 200,000 active | DTT-dependent redox cycling H2O2, phenol red/HRP absorbance; 100% = 100 µM peroxide control, 0% = buffer;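 active means activation of at least 50% relative to the plate's high and low controls in the primary single-dose screen; inactive means activation below 50%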;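 further: compound incubated with DTT at 0.8 mM final as the reducing agent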
Lmaj promast: Leishmania major promastigote growth inhibition; 9% of 200,000 active; inhibition, % at 10 µM; Leishmania major promastigotes, resazurin fluorescence viability; in the data active means inhibition above about 50%;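 further: promastigotes grown with compound for 44 hours at 28 °C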
bIAP inh: blocks bovine intestinal alkaline phosphatase activity. 190,000 tested, under 10 active. inhibition, % at 20 µM. AID 1019. purified bovine IAP, CDP-star luminescence, 30 min;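 active means over 50% inhibition of intestinal alkaline phosphatase at 20 µM in the single-dose screen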
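System: Purified bovine intestinal alkaline phosphatase (IAP) enzyme | Input: IAP diluted 1/65,000,000 in the well | Also added: CDP-star chemiluminescent phosphatase substrate, 30 µM final | Dosing: 20 µM single dose | Times: Enzyme reaction for 30 min at room temperature | Detection: Luminescence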
bIAP act: intestinal alkaline phosphatase (bovine) activation | purified bovine IAP, CDP-star luminescence, 30 min; stronger effect = higher value; fold of DMSO-control signal, blank-subtracted | activation factor at 20 µM | 0.17% of 200,000 active;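 active means activation factor of 2 or more at 20 µM, a signal rise over negative controls twice the positive control's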
PPARg SRC3 recr: agonists of human PPARgamma SRC-3 coactivator recruitment; activation, % at 8 µM; biochemical PPARgamma/SRC-3 coactivator recruitment assay; P37231; 0.26% of 200,000 active; in the data active means activation above about 23%;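 further: 0% = DMSO and 100% = reference agonist; some compounds past the cut are filed as inactive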
ROMK mod: modulators of human ROMK potassium channel | Tet-inducible ROMK, thallium flux fluorescence; actives lie on both sides | AID 1918 | 2% of 130,000 active | B-score at 10 µM;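 active means signal ratio slope over the read window, or its plate-corrected B-score, at least 3 SD from the plate mean, either direction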;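 further: B-score of the F/F0 ratio slope over 7 to 12 s after thallium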
Target sequence (P48048 whole entry, looked up): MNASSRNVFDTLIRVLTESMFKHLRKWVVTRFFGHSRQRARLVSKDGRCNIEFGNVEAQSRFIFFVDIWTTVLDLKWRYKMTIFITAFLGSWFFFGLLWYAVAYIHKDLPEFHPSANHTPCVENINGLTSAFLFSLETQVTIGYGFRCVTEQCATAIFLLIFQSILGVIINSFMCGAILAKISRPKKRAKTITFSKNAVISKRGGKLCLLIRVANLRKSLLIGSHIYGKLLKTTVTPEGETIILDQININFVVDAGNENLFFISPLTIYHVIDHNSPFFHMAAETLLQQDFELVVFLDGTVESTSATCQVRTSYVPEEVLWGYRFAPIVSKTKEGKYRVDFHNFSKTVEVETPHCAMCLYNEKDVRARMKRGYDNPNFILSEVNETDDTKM
* marks the source's active call; other numbers are inactive results; nt = no result given.

SMILES	PPARg SRC1 recr	TLR4 MyD88 comp	TR-FRET SRC-2 ct	PPARg SRC-2 ag	S1P3 antagonist	DTT redox prof	Lmaj promast	bIAP inh	bIAP act	PPARg SRC3 recr	ROMK mod
S=C(N/N=C1\CCc2ccccc21)NC1CCCCC1	9	3	1699	5	10	-1.1	6	-2	1	6	-0.19
Cc1cc(F)ccc1S(=O)(=O)N(C(=O)c1ccncc1)c1ccc(OC(=O)c2ccncc2)cc1	1	-11	1575	7	-1	-0.5	-4	-15	1.1	1	-0.41
CCC(=O)NNc1cc(=O)c2c(=O)n(C)c(=O)n(C)c2[nH]1	-8	2	1466	-5	nt	-3.4	-4	2	1	-1	-0.044
O=C1c2ccccc2C(Nc2ccc(-c3nc4ccccc4[nH]3)cc2)N1Cc1ccco1 (stereo not drawn)	0	-6	1568	10	-3	-0.7	19	-6	1.1	8	nt
COc1ccc(OC(C)C(=O)N2CCOCC2)cc1 (stereo not drawn)	3	-19	1748	1	-8	-0.5	-3	11	0.9	9	nt
CC(=O)Nc1sc(NC(=O)c2ccc(C)cc2)nc1-c1cccs1	6	-9	1679	7	nt	0.7	1	7	0.9	-11	1.2
Cc1ccc(S(=O)(=O)N(C)CCCC(=O)Nc2cccc3ccccc23)cc1	-4	5	1389	-3	1	-0.1	1	17	0.8	2	-1.6
COc1cc(N)c(Cl)cc1NC(=O)c1ccccc1	8	-2	1949	8	-2	0.4	0	8	0.9	11	nt
Cc1csc(NC(=O)CSc2nc3ccccc3c(=O)[nH]2)n1	2	2	1456	-18	16	1.0	-4	3	1	-8	-0.39
CCOc1ccc2nc(NC(=O)CS(=O)(=O)c3ccc(C)cc3)sc2c1	2	-1	1642	9	nt	-0.1	3	-3	1	7	-0.25
COc1ccc(-c2ccc(SCC(=O)Nc3cc(C)on3)nn2)cc1OC	-1	-3	1457	2	25	0.8	4	8	0.9	-10	-0.49
COc1ccc(-c2csc(NC(=O)COC(=O)c3ccco3)n2)cc1	3	2	1674	5	-12	-0.2	4	26	0.7	4	-1.1
Clc1ccc(SCCN2CCNCC2)cc1	-2	18	1630	1	-11	-0.8	100*	-10	1.1	4	nt
CCCNCC(O)Cn1c2ccccc2n2c(=O)cc(C)c(C#N)c12 (stereo not drawn)	1	3	1462	-5	-7	0.3	9	nt	0.4	-1	nt
C/C(CC(=O)Nc1cc(C)cc(C)c1)=N\NC(=O)c1ccccn1	4	6	1576	7	3	-0.7	-2	7	0.9	3	-0.64
Cc1onc(-c2c(F)cccc2Cl)c1C(=O)NC(=S)NCc1cccnc1	0	-1	1330	-5	6	-0.4	-5	nt	0.1	0	-0.19
CS(=O)(=O)N1CCN(c2ccc(C(=O)NC3C4CC5CC(C4)CC3C5)cc2[N+](=O)[O-])CC1 (stereo not drawn)	-7	5	1404	3	nt	3.2	9	3	1	-8	nt
CN(C)S(=O)(=O)c1cccc(NC(=O)CCc2c[nH]c3ccccc23)c1	-5	-5	1559	1	-2	-1.2	2	12	0.9	3	-0.12
O=C(CN1C(=O)CSC1=O)Nc1ccc2c(c1)OCCO2	4	3	1439	-4	0	-0.4	-4	13	0.9	0	0.14
c1ccc(CN2C3=NCCN3c3ccccc32)cc1	0	-11	1343	-2	3	-0.1	-6	26	0.7	-1	-0.21
C/C(CCN1CCCCc2nc(C)c(C)cc21)=N\O[C@@H](C)CN1CCCCc2nc(C)c(C)cc21	7	-16	1467	7	12	0.1	68*	12	0.9	2	-1.2
COc1ccc(NC(=O)N2CC(C)OC(C)C2)cc1OC (stereo not drawn)	3	-12	1514	4	-15	2.7	-6	1	1	0	nt
COc1cc2c(cc1OC)C(C)N(C(=O)Cn1ncc3c1-c1ccccc1OC3)CC2 (stereo not drawn)	0	-7	1611	4	-16	-0.6	-2	4	1	1	nt
COC(=O)c1cn(NC(=O)c2cc(OC)cc(OC)c2)c(=O)c2ccccc12	7	-7	1673	4	nt	-4.4	-8	2	1	-9	nt
CCOc1cccc(C2C(C(=O)c3ccc(C)o3)=C(O)C(=O)N2c2nccs2)c1 (stereo not drawn)	22*	-7	2000*	27*	nt	1.3	-10	4	1	22	-5.4*

Following part
SMILES	PPARg SRC1 recr	TLR4 MyD88 comp	TR-FRET SRC-2 ct	PPARg SRC-2 ag	S1P3 antagonist	DTT redox prof	Lmaj promast	bIAP inh	bIAP act	PPARg SRC3 recr	ROMK mod
COc1cc(Cl)c(S(=O)(=O)NCc2cccnc2)cc1Cl	-4	-3	1533	4	5	-0.2	-5	7	0.9	6	nt
CC1CCCN(c2ccc(C(=O)NCCc3ccccc3)cn2)C1 (stereo not drawn)	8	-2	1650	-1	20	1.6	13	1	1	-8	-0.091
Nn1c(-c2cccs2)nc2sc3c(c2c1=O)CCCC3	3	-1	1680	8	2	0.7	-1	26	0.7	-1	nt
CCOC(=O)CC1C(=O)NCCN1S(=O)(=O)c1cc(Cl)c(Cl)cc1Cl (stereo not drawn)	1	-5	1786	7	nt	-3.3	2	3	1	9	nt
CN1c2ccccc2C(C)(C)[C@]12C=Cc1cc(O)ccc1O2	3	-3	1472	12	nt	-0.1	99*	nt	0.2	6	-1.8
O=C(Cc1ccc(-c2ccccc2)cc1)N1CCOCC1	3	-14	1680	0	-29	3.0	-2	-1	1	1	nt
Cc1c(C2OC(=O)C3(CCCCC3)C(=O)C2(C)C)c(=O)n(-c2ccccc2)n1C (stereo not drawn)	0	-2	1353	-5	9	2.2	1	-10	1.1	-4	-0.13
CCOc1ccc(S(=O)(=O)NCc2cccs2)cc1	10	16	1560	9	nt	-1.9	-3	31	0.7	14	nt
CN(C)c1ccc(N/C=C/C(=O)C(F)(F)F)cc1	32*	-5	2205*	40*	-33	0.1	13	4	1	24*	-0.54
CCN(CC)C(=O)CSc1nc2cc3c(cc2c(=O)n1Cc1ccc2c(c1)OCO2)OCO3	-5	13	1614	-1	nt	-0.1	-6	6	0.9	-3	0.77
O=C(COC(=O)Cn1cnc2ccccc21)NCc1ccc(F)cc1	2	-10	1607	6	1	-1.2	2	-15	1.1	7	0.032
COc1ccc(N2C(=O)CC(N(CCc3ccc(OC)c(OC)c3)C(=S)Nc3ccccc3)C2=O)cc1 (stereo not drawn)	2	-8	1634	8	15	0.0	-8	nt	0.5	0	0.91
O=C(NCc1ccco1)c1cccn2c(=O)c3cc4ccccc4cc3nc12	6	18	1609	7	nt	1.9	14	13	0.9	-4	-0.77
C=CCOC(=O)Nc1ccc(Cl)cc1NC(=O)OCC=C	3	10	1757	6	-14	-0.9	12	39	0.6	0	-0.59
O=C(Nc1ccc2c(c1)OCO2)c1cnn2c(C(F)(F)F)cc(-c3ccco3)nc12	-1	-16	1579	2	-6	0.4	16	6	0.9	-12	0.33
Clc1ccc(Cn2ncc3c(NCCN4CCOCC4)ncnc32)cc1	-2	2	1386	-3	-17	0.3	10	4	1	-4	nt
O=C(CN1CCOc2ccccc21)N1CCCC1	5	1	1529	6	-2	0.4	-7	16	0.8	0	-0.048
Cn1c(-c2ccc(C=O)s2)nc2ccccc21	2	-7	1367	9	nt	0.6	0	9	0.9	0	nt
COc1ccc(C(=O)Nc2cc(-c3nn4c(C)nnc4s3)ccc2C)cc1	4	16	1579	5	-8	-1.3	1	4	1	6	nt
CC(=O)Nc1cccc(NC(=O)C2CCCN2C(=O)Nc2ccccc2C)c1 (stereo not drawn)	0	-5	1611	0	-19	3.1	0	1	1	-6	nt
Cc1cc2cc(C(c3nnnn3CC3CCCO3)N3CCCc4ccccc43)c(=O)[nH]c2cc1C (stereo not drawn)	0	1	1635	2	-7	2.3	8	0	1	-9	nt
Cc1ccc(SCC(=O)NCC(C)C)cc1	2	7	1490	1	-6	-2.4	-3	12	0.9	-3	nt
COC(=O)Nc1ccccc1C(=O)N1CCN(c2ccc(C)cc2)CC1	6	9	1525	4	5	0.2	-5	16	0.8	0	nt
C=CCn1c(Cc2ccccc2)nnc1SCc1nc2ccccc2c(=O)[nH]1	-5	-7	1460	2	5	-2.4	-4	-13	1.1	1	-1.9
CCCCc1cn([C@@H](CCCCN)C(=O)N2CCNCC2)nn1	3	7	1533	1	-6	-0.7	-5	8	0.9	-2	nt
CSc1nc2nc(-c3ccccc3)cc(=O)n2[nH]1	-8	7	1400	-6	nt	1.9	-1	10	0.9	-5	nt

Some of these compounds in order of number of heavy atoms, rising.
SMILES	PPARg SRC1 recr	TLR4 MyD88 comp	TR-FRET SRC-2 ct	PPARg SRC-2 ag	S1P3 antagonist	DTT redox prof	Lmaj promast	bIAP inh	bIAP act	PPARg SRC3 recr	ROMK mod
O=C(CN1CCOc2ccccc21)N1CCCC1	5	1	1529	6	-2	0.4	-7	16	0.8	0	-0.048
Nn1c(-c2cccs2)nc2sc3c(c2c1=O)CCCC3	3	-1	1680	8	2	0.7	-1	26	0.7	-1	nt
O=C(Cc1ccc(-c2ccccc2)cc1)N1CCOCC1	3	-14	1680	0	-29	3.0	-2	-1	1	1	nt
CCCCc1cn([C@@H](CCCCN)C(=O)N2CCNCC2)nn1	3	7	1533	1	-6	-0.7	-5	8	0.9	-2	nt
CCOC(=O)CC1C(=O)NCCN1S(=O)(=O)c1cc(Cl)c(Cl)cc1Cl (stereo not drawn)	1	-5	1786	7	nt	-3.3	2	3	1	9	nt
Cc1cc2cc(C(c3nnnn3CC3CCCO3)N3CCCc4ccccc43)c(=O)[nH]c2cc1C (stereo not drawn)	0	1	1635	2	-7	2.3	8	0	1	-9	nt
